Bioassay records: PubChem BioAssay, The Scripps Research Institute Molecular Screening Center
pPAFAH FP inh: pPAFAH enzyme inhibitors, primary screen, biochemical, fluorescence polarization, human; inhibition, % at 3.39 µM; recombinant pPAFAH, FP-rhodamine probe fluorescence polarization; 1.5% of 330,000 active; AID 463082, 2010;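 active = inhibition above the mean inhibition across the screen plus 3 SD, cut at about 25% in these data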;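 note: inhibitors block binding of the rhodamine activity-based probe so polarization drops; 0% = enzyme with DMSO and 100% = wells lacking pPAFAH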
Target sequence (Q13093 whole entry, looked up): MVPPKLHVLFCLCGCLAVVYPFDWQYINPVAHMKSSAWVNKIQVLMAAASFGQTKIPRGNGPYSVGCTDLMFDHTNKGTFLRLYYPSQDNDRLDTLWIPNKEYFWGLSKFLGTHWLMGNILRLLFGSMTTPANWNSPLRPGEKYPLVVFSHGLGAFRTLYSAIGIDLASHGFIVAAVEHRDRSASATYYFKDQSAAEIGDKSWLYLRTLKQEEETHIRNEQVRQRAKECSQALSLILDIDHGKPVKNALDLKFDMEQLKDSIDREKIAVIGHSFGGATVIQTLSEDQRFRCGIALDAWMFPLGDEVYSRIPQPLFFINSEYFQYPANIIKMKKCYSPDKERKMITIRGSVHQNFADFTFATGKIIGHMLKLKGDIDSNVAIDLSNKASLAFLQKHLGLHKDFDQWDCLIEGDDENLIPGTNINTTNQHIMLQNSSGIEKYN
PAFAH2 FP inh: PAFAH2 enzyme inhibitors, primary screen, biochemical, fluorescence polarization, human | Platelet-activating factor acetylhydrolase 2, cytoplasmic (Homo sapiens), Q99487 | recombinant PAFAH2, FP-rhodamine activity probe | inhibition, % at 3.39 µM | 0.99% of 340,000 active | AID 492956, 2010;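 active = inhibition above the mean over all tested compounds plus 3 SD, cut at about 30% in these data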;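 note: inhibitors block probe labeling of enzyme so polarization drops; 0% = enzyme with DMSO and 100% = wells lacking PAFAH2 protein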
LYPLA2 inh: LYPLA2 inhibitors, primary screen, counter-screen for PME1 inhibitor project, biochemical, fluorescence polarization, FP-Rh probe ABPP; Acyl-protein thioesterase 2 (Homo sapiens), O95372; recombinant LYPLA2; inhibition, % at 5.9 µM; 0.38% of 320,000 active; AID 2177, 2009;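 active = inhibition above the screen-wide mean plus 3 SD, limit set per campaign, cut at about 26% in these data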;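 note: 0% = LYPLA2 with DMSO and 100% = wells lacking LYPLA2 enzyme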
PAFAH1B2 inh: PAFAH1B2 enzyme inhibitors, primary screen, biochemical, fluorescence polarization, human; 1.2% of 340,000 active; recombinant PAFAH1B2, FP-rhodamine activity probe; inhibition, % at 3.39 µM;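 active = inhibition above the mean of all tested compounds plus 3 SD, cut at about 24% in these data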;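 note: 0% = enzyme with DMSO and 100% = wells lacking PAFAH1B2; many of its hits are not listed in these tables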
LYPLA1 counter: LYPLA1 inhibitors, primary screen, counter-screen for PME1 inhibitor project, biochemical, fluorescence polarization, FP-Rh probe ABPP; Acyl-protein thioesterase 1 (Homo sapiens), O75608; recombinant LYPLA1; inhibition, % at 5.9 µM; 0.16% of 320,000 active; AID 2174, 2009;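 active = inhibition above the mean of all tested compounds plus 3 SD, set per campaign, cut at about 14% in these data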;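 note: inhibitors block serine hydrolase probe labeling of LYPLA1 so polarization falls; 0% = enzyme with DMSO and 100% = wells lacking LYPLA1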
GSTO1 inh: inhibitors of recombinant GSTO1, primary screen, counter-screen for RBBP9 inhibitor project, biochemical, fluorescence polarization. activity-based probe fluorescence polarization. AID 1974, 2009. 1.1% of 300,000 active. Glutathione S-transferase omega-1 (Homo sapiens), P78417. inhibition, % at 5.96 µM;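 active = inhibition above the campaign mean inhibition plus 3 SD, cut at about 35% in these data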;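 note: 0% = GSTO1-1 with DMSO and 100% = wells lacking GSTO1-1 enzyme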
Target sequence (P78417 whole entry, looked up): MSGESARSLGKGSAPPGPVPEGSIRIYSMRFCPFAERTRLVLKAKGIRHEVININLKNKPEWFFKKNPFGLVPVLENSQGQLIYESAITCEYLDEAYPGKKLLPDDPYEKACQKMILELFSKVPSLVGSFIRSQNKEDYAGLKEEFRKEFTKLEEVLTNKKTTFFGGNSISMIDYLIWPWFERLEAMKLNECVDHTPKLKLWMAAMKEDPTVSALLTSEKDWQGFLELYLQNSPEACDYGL
PAD4 FP inh: human PAD4 inhibitors, primary screen, biochemical, fluorescence polarization, 1536-well format | Protein-arginine deiminase type-4 (Homo sapiens), Q9UM07 | recombinant PAD4, RCA probe fluorescence polarization | inhibition, % at 6.36 µM | 0.41% of 330,000 active | AID 485272, 2010;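 active = percent inhibition above a cutoff equal to the mean of all tested compounds plus 3 SD, cut at about 15% in these data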;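 note: 0% = PAD4 with RCA probe and DMSO and 100% = probe without PAD4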
PME-1 inh: PME-1 inhibitors via competitive probe labeling, primary screen, biochemical, fluorescence polarization, FP-Rh probe, HTS; Protein phosphatase methylesterase 1 (Homo sapiens), Q9Y570; recombinant PME-1; inhibition, % at 5.9 µM; 0.53% of 320,000 active;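 active = inhibition above the campaign mean of all compounds plus 3 SD, cut at about 26% in these data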;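 note: competitive labeling of PME-1 active site by serine hydrolase directed probe; 0% = PME-1 with DMSO and 100% = wells lacking PME-1 enzyme; inhibitors block probe labeling so polarization falls and inhibition rises; many of its hits are not listed in these tables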
PAFAH1B3 FP inh: PAFAH1B3 enzyme inhibitors, primary screen, biochemical, fluorescence polarization, human | recombinant PAFAH1B3, FP-rhodamine probe | inhibition, % at 3.39 µM | 0.28% of 340,000 active | AID 492972, 2010;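 active = inhibition above the screen-wide average of all tested compounds plus 3 SD, cut at about 25% in these data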;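 note: 0% = enzyme with DMSO only and 100% = wells lacking PAFAH1B3 protein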
Target sequence (Q15102 whole entry, looked up): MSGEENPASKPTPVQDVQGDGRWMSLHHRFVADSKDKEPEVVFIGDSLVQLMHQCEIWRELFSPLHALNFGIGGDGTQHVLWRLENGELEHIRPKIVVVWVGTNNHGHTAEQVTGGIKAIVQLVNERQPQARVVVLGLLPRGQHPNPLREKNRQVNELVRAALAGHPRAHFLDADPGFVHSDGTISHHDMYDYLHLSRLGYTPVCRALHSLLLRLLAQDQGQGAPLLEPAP
* marks the source's active call; other numbers are inactive results; x = no result given.

SMILES	pPAFAH FP inh	PAFAH2 FP inh	LYPLA2 inh	PAFAH1B2 inh	LYPLA1 counter	GSTO1 inh	PAD4 FP inh	PME-1 inh	PAFAH1B3 FP inh
O=c1c2ccccc2c2c(O)nc(-c3ccccc3)n2n1Cc1ccccc1	-2	-1	-1	3	-3	-8	-5	-2	6
COC(=O)c1sc(NC(=O)COc2ccc(OC)cc2)nc1C	3	-7	-4	1	-2	-11	-8	-9	7
COc1ccc(CNC(=O)C2CCN(C(=O)N(C)C)CC2)c(OC)c1	1	6	2	2	1	-2	-3	-4	7
O=C(Nc1ccccc1N1CCN(c2ccccc2)CC1)c1ccccc1	-3	-2	-9	7	-2	11	-5	-1	9
O=C(C[n+]1ccc(C(=O)NCCCO)cc1)c1cccc(Br)c1	1	-2	-1	1	2	10	-2	-4	4
Cc1cccc(C)c1NC(=O)C(c1ccc([N+](=O)[O-])cc1)N1CCCCC1 (configuration not stated)	23	-10	-8	0	-3	8	4	0	-1
CC1CCN(C(=O)Cn2nnnc2CN2CCOCC2)CC1	3	-3	-1	0	1	-1	-2	-1	10
Cc1csc2c(N3CCN(C(=S)Nc4ccc(C(F)(F)F)cc4)CC3)ncnc12	-2	-5	1	-6	-5	-5	-2	-73	2
O=C(CN1CCN(S(=O)(=O)c2ccc(F)cc2)CC1)Nc1cccc(C(F)(F)F)c1	4	4	3	2	-1	8	-1	-1	2
CC(C)COC(=O)/C(C#N)=C/c1c[nH]c2ccccc12	1	-1	-4	-1	-1	-6	-3	4	8
CSc1ccc(Cn2nnc(C(=O)NCCc3ccc(Cl)cc3)c2N)cc1	7	3	4	3	1	-3	2	1	5
CCCCn1c(SCC(N)=O)nc2c(sc3ccccc32)c1=O	5	1	-7	2	-5	50*	2	-2	1
Cc1ccc2nc(NC(=O)CCn3c(=O)sc4ccccc43)sc2c1	-1	-12	-17	0	-17	-2	0	-2	1
CCn1c(C)nc2cc(C(=O)N/N=C/c3ccc(OC)c(O)c3)ccc21	2	-4	-6	2	-7	-9	-13	-11	9
O=C(CSc1nccc(=O)[nH]1)Nc1ccc(Br)c(Cl)c1	3	2	-3	2	-3	-8	0	-3	1
COc1ccc(-c2cc(C(F)(F)F)nc(NCc3cccnc3)n2)cc1	16	0	-7	2	-4	-12	0	-7	-8
O=C(CNC(=O)c1ccccc1)N/N=C/c1cc(Br)ccc1O	9	4	-6	27*	-2	1	-4	0	10
Cc1[nH]nc(Nc2ccc(O)cc2)c1[N+](=O)[O-]	3	4	2	9	1	-13	-1	-5	3
O=C(CN(C1CCCCC1)S(=O)(=O)c1ccc(Cl)cc1)N1CCOCC1	-2	1	0	2	-2	-1	2	5	2
CN1C(=O)C(CC(=O)Nc2ccc(F)cc2)N(Cc2ccco2)C1=S (configuration not stated)	2	-4	-6	3	-4	-4	-4	-1	-1
Cc1nn(CC(=O)c2ccccc2Cl)c(C)c1[N+](=O)[O-]	3	3	5	0	-1	3	-6	-5	2
CN1CCN(c2nc3ccccc3nc2C(C#N)C(=O)OC2CCCCC2)CC1 (configuration not stated)	8	3	4	1	1	-2	3	-3	-5
Cc1cc(C(=O)COC(=O)c2ccc(Br)o2)c(C)n1Cc1ccco1	2	x	-5	x	1	9	-6	5	x
CCOc1ccc(N(CC(=O)Nc2cc(Cl)ccc2C)S(C)(=O)=O)cc1	7	-4	-3	5	-4	-7	-1	-1	8
COc1ccccc1NC(=O)COC(=O)CCC1CCCC1	29*	18	x	4	x	x	-2	x	8
Cc1ccc(N(CC(=O)NCc2ccccc2)S(=O)(=O)c2c(C)noc2C)cc1	0	5	5	1	4	5	-3	5	1
CC1(C)CC(=O)c2c(n(-c3cccc4ccccc34)ccc2=O)C1	4	-4	-1	6	2	-1	0	0	9
COc1ccc(NC(=O)Nc2c(O)ccc3ccccc23)cc1	13	-2	1	5	0	37*	6	3	3
Cc1cccnc1NC(=O)C1CCN(S(=O)(=O)c2c(C)noc2/C=C/c2ccco2)CC1	6	-1	0	2	-4	3	2	2	1
Cc1cc(-c2nc3ccccc3c(=O)o2)ccc1[N+](=O)[O-]	-5	70*	1	3	2	-2	-1	-4	9
Cc1c(NS(=O)(=O)c2cc(Br)cc3c2N(C(=O)C2CC2)CC3)c(=O)n(-c2ccccc2)n1C	2	12	-1	12	-1	1	-6	-4	8
COc1cc(OC)c(OC)cc1/C=N/NC(=O)c1cc(-c2cccn2C)n[nH]1	7	6	8	7	6	4	2	3	3
CCCCN(C(=O)CSc1n[nH]c(-c2ccc(C)cc2)n1)c1c(N)n(CCCC)c(=O)[nH]c1=O	4	1	4	18	4	-6	5	-4	3
COc1ccc(S(=O)(=O)N2CCCCCC2)cc1N(C)S(=O)(=O)c1ccccc1	5	9	11	4	5	-3	1	16	-2
CCN1C(=O)N(C)[C@@H](c2ccccc2)C(C(=O)OC)=C1C	0	-4	0	-2	2	4	7	4	-7
COc1ccc(N/C=C\C(=O)c2ccc(C)cc2)cc1OC	23	0	-2	3	-3	-8	-6	8	8
O=C(NC1CCCC1)C(c1cc2c(cc1[N+](=O)[O-])OCO2)N1CCCC1 (configuration not stated)	6	8	-2	1	-4	13	-5	-1	4
Cc1ccc(-n2c(N)c(Br)c(=O)[nH]c2=O)cc1C	3	5	-2	4	0	0	-1	1	4
Cc1ccccc1Nc1nc(N)nc(CSc2nncn2C)n1	4	-1	-3	5	4	-4	4	-1	3
COc1ccc(NC(=O)c2cccnc2N2CCCC2)cc1	-1	-3	2	-3	3	-4	3	1	-11
Cc1nn(-c2ccccc2)c2sc(C(=O)N3CCCCC3)cc12	5	0	2	2	-3	-5	-1	0	4
Cc1cccc(-c2nsc(SCC(=O)Nc3ccc4c(c3)OCO4)n2)c1	3	2	4	3	-2	-1	-1	-3	-1
CCC(=O)N1CCCN(S(=O)(=O)c2ccc(C)cc2)C1c1ccc(OC)cc1 (configuration not stated)	8	18	-3	3	2	2	-5	-4	4
Cc1cccc(OC(C)C(=O)N2CCCN(C)CC2)c1C (configuration not stated)	-1	0	6	3	0	2	-4	4	11
COc1ccc2oc(=N)c(C(=O)Nc3ccc(Br)cc3)cc2c1	-2	2	0	2	0	1	4	-2	-3
Cc1ccc(Oc2ccc(Cl)cc2NC(=O)c2ccc(F)cc2F)cc1	3	-3	-3	0	-2	0	-3	-2	-1
CCOC(=O)[C@H]1[C@H]2COc3ccc(OC)cc3[C@@H]2N2C(=O)c3ccccc3NC(=O)[C@@]12C	-4	4	-6	1	-4	3	-4	-5	11
Cc1nc2nc(SCc3ccccc3)[nH]n2c(=O)c1CCC(C)C	5	14	2	4	0	-77	-1	3	9
CCCOc1ccc(N2CC(C(=O)NC(C)C)CC2=O)cc1 (configuration not stated)	2	0	6	2	2	0	0	-1	14
CCOC(=O)C1CCCN(C(=S)Nc2cccc(Cl)c2C)C1 (configuration not stated)	4	6	-2	-1	1	5	-2	2	-1
The list continues.
SMILES	pPAFAH FP inh	PAFAH2 FP inh	LYPLA2 inh	PAFAH1B2 inh	LYPLA1 counter	GSTO1 inh	PAD4 FP inh	PME-1 inh	PAFAH1B3 FP inh
CN(C)CCOC(=O)c1cccc(Br)c1	-1	1	2	4	-2	-3	0	-8	7
Cc1ccc(Cn2nc(C)c(NC(=O)C3CC3)c2C)cc1	2	5	2	-1	0	4	-11	-1	-2
NC1=NC(=O)C(CC(=O)c2ccc(Cl)cc2)S1 (configuration not stated)	1	-4	-1	6	0	11	1	-1	2
c1cncc(-c2cnc3ccccc3c2)c1	-2	8	4	-1	-2	x	-1	-4	11
O=C(Nc1cc2nn(-c3ccccc3)nc2cc1Cl)c1ccco1	1	-8	-8	-8	-4	-11	-5	-5	-25
NC(=O)c1ccc(NC(=O)CSc2nc3ccccc3c(=O)n2CCCN2CCOCC2)cc1	4	-1	2	2	-1	x	-4	-3	2
CC(NCC(=O)Nc1ccccc1C(=O)NC1CC1)c1ccc(F)cc1F (configuration not stated)	0	1	9	6	4	x	2	-1	10
CC(=O)Nc1ccc(S(=O)(=O)NC2CC(=O)N(c3ccc(C)c(C)c3)C2)cc1 (configuration not stated)	4	0	5	2	5	3	-10	7	2
Cc1n[nH]c(C)c1Cc1ccc(C(=O)O)cc1	-1	-2	12	0	2	3	0	0	4
Cc1ccc(NC(=O)/C=C/C(=O)O)c([N+](=O)[O-])c1	2	-6	4	-2	1	3	-2	-3	3
CC(Cl)C(=O)NNc1cccc(Cl)n1 (configuration not stated)	0	0	-3	5	2	9	0	-1	3
Cc1ccc(NC(=O)CCC(=O)O)cc1F	3	-3	6	2	4	8	2	4	-4
Cc1ccc(S(=O)(=O)NC2c3cccc4cccc(c34)C2Sc2nc(C)cc(C)n2)cc1 (configuration not stated)	-9	-10	-27	-6	-14	-1	-5	-21	-8
CN(CCOC(=O)c1cccc(Br)c1)C(C)(C)C	-6	-3	5	2	0	-1	4	-5	-1
CN(C(=O)COC(=O)c1cccs1)c1c(N)n(Cc2ccccc2)c(=O)[nH]c1=O	5	-2	-1	3	0	-2	0	4	11
COc1ccc(C(=O)O/N=C(\N)c2ccccn2)cc1[N+](=O)[O-]	2	2	4	1	1	-2	-1	-6	3
COc1ccc(NC(=O)CSc2n[nH]c(CNc3cccc(C)c3)n2)cc1	1	-10	0	1	-2	1	4	0	15
CC1CN(c2oc(-c3ccco3)nc2S(=O)(=O)c2ccccc2)CC(C)O1 (configuration not stated)	-1	-15	2	1	-1	1	-7	-4	0
CCOc1ccccc1N1CCN(C(=O)c2cccc(S(=O)(=O)N3CCOCC3)c2)CC1	4	6	-1	-4	4	x	0	2	11
COc1cccc(CN2CCN(Cc3ccon3)CC2CCO)c1 (configuration not stated)	-3	-3	2	-3	0	8	2	1	3
COC(=O)c1cc(C(=O)OC)n(Cc2ccc(C)cc2)c1C	9	1	1	3	3	-1	-5	8	7
O=C(Cn1cc(C(F)(F)F)cc(Cl)c1=O)Nc1cccc(Cl)c1	1	-5	1	-5	-3	5	1	2	11
O=C(O)c1cn(Cc2ccccc2Cl)c2ccc(S(=O)(=O)N3CCOCC3)cc2c1=O	1	-1	11	10	1	12	1	-3	-3
O=C(CCn1c(=O)[nH]c2ccsc2c1=O)NCc1ccc(F)cc1	6	0	2	1	0	-5	-5	4	6
O=C(NCCCN1CCCC1=O)NC1CCCCC1	-3	5	-5	4	-1	7	-6	-4	14
COc1ccc(N(C)S(=O)(=O)c2cccc3cccnc23)c(OC)c1	-7	-1	6	0	1	1	-4	5	13
C[C@@H]1CN([C@H](C)CO)C(=O)c2cc(NS(=O)(=O)c3cn(C)cn3)ccc2O[C@H]1CN(C)C(=O)Nc1ccccc1	-1	12	x	12	x	x	-3	x	6

This is a subset; count on the stated rates, not on these rows.
